Screening data deposited in PubChem BioAssay by National Center for Advancing Translational Sciences (NCATS).
rTrxR1 inhibitor – inhibitors of rat thioredoxin reductase 1; O89049; recombinant rTrxR1, NADPH fluorescence consumption, selenite substrate; Potency, µM (highest dose often 114 µM), for the others: top-dose activity change, negative = inhibition, hits mostly inhibitors; hit rate 1% among 390,000; AID 588453; further: potency means the concentration at half of the fitted maximal effect; on the % scale 0 is the no-effect control and ±100 the full control effect; nearly all actives have a fitted effect of over 65% in size
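Rat TrxR1 (90 nM in the dispensed reagent) was pre-reduced with 400 uM NADPH for 5 min at room temperature, then incubated with compound for 15 min. After 400 uM selenite was added, NADPH fluorescence (Ex 340/Em 450 nm) was followed for 8 min.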
D2 antag – D2 dopamine receptor (human) antagonism; HEK293 TREx D2 cells, calcium flux, dopamine EC80; P14416; hit rate 2% among 340,000; inhibition, % at 10 µM; in the data active means inhibition above about 30%; further: 0% is about no effect
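Cells plated overnight at 30 C with tetracycline; no-wash calcium dye, 30–90 min RT; 10 s baseline; compound pinned; 180 s read; EC80 dopamine added; another 180 s read.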
D2 agonist – agonists of human D2 dopamine receptor; activation, % at 2 µM; hit rate 0.53% among 340,000; AID 485358; HEK293 T-REx D2 cells, calcium flux agonist mode;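 active means activation over 3 SD above normal in the single-dose calcium agonist read, cut at about 30% in these data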; further: 0% is about no effect
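Agonism is scored from calcium flux in a force-coupled, inducible HEK293 cell line expressing D2, read kinetically for 180 s after compound addition against dopamine controls.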
TRHR ag – agonists of human TRH receptor. P34981. TRHR cells, calcium flux fluo-8, FDSS agonist mode. activation, % at 2 µM. hit rate 0.18% among 360,000. AID 493084; in the data active means activation above about 30%; further: 0% is about no effect
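Steps: seed TRHR cells overnight; add fluo-8 no-wash Ca dye, RT 30 min–1.5 h; record 10 s baseline; pin-transfer compounds; monitor fluorescence 1 cycle/s for the agonist window. Calcium increases flag candidate agonists.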
TRHR enhancer – allosterically enhances the human TRH receptor; P34981; TRHR cells, fluo-8 calcium fluorescence, EC20 TRH enhancement; enhancement, % at 2 µM; hit rate 0.66% among 360,000; AID 493056; in the data active means enhancement above about 30%; further: 0% is about no effect
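Enhancer read-out: after compound pinning and an initial kinetic agonist-mode read, an EC20 of TRH (10 nM final) was injected and fluo-8 calcium signal (Ex 480/Em 530) followed at 1 s/cycle for 100 cycles in TRHR-expressing cells.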
USP1-UAF1 inh – USP1/UAF1 (human) deubiquitinase inhibition; recombinant USP1/UAF1, Ub-Rhodamine cleavage fluorescence; Potency, µM (series often up to 57.1 µM), for the others: at the highest dose activity change, negative = inhibition, most hits filed as inhibitors; hit rate 0.23% among 390,000; further: potency means the concentration at half of the fitted maximal effect; on the % scale 0 is the no-effect control and ±100 the full control effect; nearly all actives have a fitted effect of over 60% in size; inactives centre near -12
Target sequence (O94782 whole entry, looked up): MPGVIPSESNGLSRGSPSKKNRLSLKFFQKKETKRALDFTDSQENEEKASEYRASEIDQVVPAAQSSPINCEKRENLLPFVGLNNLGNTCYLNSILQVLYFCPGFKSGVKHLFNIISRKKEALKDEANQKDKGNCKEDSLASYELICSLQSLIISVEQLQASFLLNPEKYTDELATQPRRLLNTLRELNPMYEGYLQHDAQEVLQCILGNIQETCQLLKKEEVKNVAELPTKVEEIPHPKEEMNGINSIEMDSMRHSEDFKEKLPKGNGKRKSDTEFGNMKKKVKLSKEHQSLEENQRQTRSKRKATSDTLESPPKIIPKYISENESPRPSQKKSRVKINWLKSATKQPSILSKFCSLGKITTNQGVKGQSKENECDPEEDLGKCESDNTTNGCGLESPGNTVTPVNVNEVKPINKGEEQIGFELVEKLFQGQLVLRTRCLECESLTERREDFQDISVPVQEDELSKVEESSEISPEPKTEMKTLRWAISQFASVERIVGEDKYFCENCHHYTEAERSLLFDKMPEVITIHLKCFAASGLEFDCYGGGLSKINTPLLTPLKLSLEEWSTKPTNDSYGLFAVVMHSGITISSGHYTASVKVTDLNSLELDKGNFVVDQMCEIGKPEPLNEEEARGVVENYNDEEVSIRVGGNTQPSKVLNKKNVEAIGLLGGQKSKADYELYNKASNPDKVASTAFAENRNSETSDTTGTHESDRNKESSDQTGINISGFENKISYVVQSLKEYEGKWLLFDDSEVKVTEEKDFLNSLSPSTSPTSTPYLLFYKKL
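High-throughput fluorogenic screen: 1nM USP1/UAF1 complex, Ub-Rho substrate 150nM final, 50mM HEPES pH 7.8 with 0.5mM EDTA, 0.1 mg/ml BSA, 1mM TCEP and 0.01% Tween-20.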
TrxR1 substrate – substrates of rat thioredoxin reductase 1 | O89049 | purified TrxR1 substrate turnover, NADPH consumption readout | Potency, µM (top dose mostly 114 µM), for the others: at the top dose activity change, negative = substrate turnover | hit rate 0.01% among 390,000; further: potency means the concentration at half of the fitted maximal effect; on the % scale 0 is the no-effect control and ±100 the full control effect; nearly all actives have a fitted effect of over 50% in size
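Rat TrxR1, dispensed at 90 nM, was prereduced with 400 uM NADPH (final) for 5 min at ~22 deg C, then incubated with compound 15 min before 400 uM selenite. A first-read NADPH fluorescence drop versus no-compound background flagged substrates.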
PI4K2A block – blocks human PI4K2A kinase activity | activity change, negative = inhibition, % at 76.9 µM | hit rate 0.13% among 420,000 | purified PI4K2A, ADP-Glo luminescence, 1 h; hits give low values; in the data active means activity change below about -50%; inconclusive means mostly about -30% to -49%;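 further: -100% = wells without enzyme as full effect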
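PI4K2A activity was measured by ADP-Glo luminescence: enzyme (4 ug/mL stock) and phosphatidylinositol (1.2 mM stock) in Tris pH 7.5/MgCl2/EGTA/Triton X-100 buffer were reacted with ATP (300 microM stock) for one hour at ambient temperature.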
IDH1 R132H inh – inhibitors of human mutant IDH1 R132H. O75874. IDH1-R132H enzyme, NADPH consumption, diaphorase/resazurin fluorescence. Potency, µM (doses to about 76.6 µM), for the others: at the highest dose activity change, negative = inhibition, most hits filed as inhibitors. hit rate 0.093% among 390,000. AID 602179; further: potency means the concentration at half of the fitted maximal effect; on the % scale 0 is the no-effect control and ±100 the full control effect; nearly all actives have a fitted effect of over 65% in size
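IDH1-R132H (0.5 ug/mL dispensed) in pH 7.5 Tris buffer was preincubated 30 min with compound, then given a substrate mix of 0.016 mM NADPH and 2 mM alpha-KG for 80 min at room temperature; remaining NADPH was read by diaphorase/resazurin fluorescence.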
* = called active by the depositor; ? = inconclusive; . = no result given; [ ] = remark or other dose. Unless noted, the call rests on the fitted dose curve; in most records, active means well fitted inhibition curve with a large enough effect; inconclusive means small, poorly fitted or top-dose-only effect; inactive means no such curve, though single readings can be large or run the other way.

#1 CC1CC(C)(C)NC(=S)N1CC(=O)N(C)Cc1ccccc1 (stereo not given)
#2 COc1ccc(C(=O)/C=C2/c3ccccc3CC(C)(C)N2C)cc1OC
#3 O=C(NCc1ccccc1)c1cc(-n2cnnc2)ccc1Cl
#4 CCOc1ccc(N(CC(=O)Nc2cccc(C)c2)S(C)(=O)=O)cc1
#5 C#Cc1ccc([C@H]2C=C(C(=O)O)O[C@@H](OCCCCO)C2)cc1
#6 CCCNC(=S)N1CCC(n2cnc3ccccc32)CC1
assay / entry	1	2	3	4	5	6
rTrxR1 inhibitor	11%[57.1 µM]	1%	15%[57.1 µM]	-3%[57.1 µM]	11%[57.1 µM]	1%
D2 antag	-12	-11	7	15	.	7
D2 agonist	1.1	11	-0.3	-0.3	.	0.6
TRHR ag	0.1	-2.1	0.2	-0.9	.	-0.6
TRHR enhancer	6	5	-2	6	.	-2
USP1-UAF1 inh	?	-15%	-13%	-3%	-31%	-8%
TrxR1 substrate	14%[57.1 µM]	2%	9%[57.1 µM]	-2%	6%	1%
PI4K2A block	-2	1	2	-1	-13	11
IDH1 R132H inh	16%	-4%	-3%	6%	7%	1%

#7 O=C(Nc1nc(-c2ccc3c(c2)OCCO3)cs1)C1CCCC1
#8 CCc1cccc(CC)c1NC(=O)c1cccc(N)c1
#9 Cc1cc(C)nc(/N=C(\N)Nc2ccc(SC(F)F)cc2)n1
#10 CCOc1ccc(-c2nnc(-c3snc(-c4ccc(F)cc4)c3N=CN(C)C)o2)cc1
#11 CCCn1nc(Oc2nc(SC)nc(N(C)C)n2)ccc1=O
#12 O=C(OCc1cn(-c2ccc(Cl)c(Cl)c2)nn1)c1ccccc1Cl
assay / entry	7	8	9	10	11	12
rTrxR1 inhibitor	15%[57.1 µM]	18%	10%	-8%	14%[57.1 µM]	16%[57.1 µM]
D2 antag	-10	.	6	6	-14	-10
D2 agonist	0.0	.	49*	0.6	0.4	-1.5
TRHR ag	0.3	-0.4	8.9	1.2	-0.4	0.9
TRHR enhancer	2	-2	0	7	4	8
USP1-UAF1 inh	-15%	-13%	-19%	0%	-19%	-23%
TrxR1 substrate	7%[57.1 µM]	16%	4%	5%	-5%[57.1 µM]	5%[57.1 µM]
PI4K2A block	-5	1	4	20	-2	1
IDH1 R132H inh	0%	-7%	-4%	0%	8%	5%

#13 COC(=O)CSC(C)C(=O)Nc1nnc(C(C)C)s1 (stereo not given)
#14 CCOC(=O)c1ccc(NC(=O)c2cc3c(s2)CCC3)cc1
#15 CCN(c1ccccc1)S(=O)(=O)c1nnc(NC(=O)c2ccccc2)s1
#16 COc1ccc(CNCCSc2nnnn2-c2ccccc2)cc1
#17 Cc1ccc(S(=O)(=O)N2CCCCC2)cc1C(=O)N(C)CC(=O)Nc1cccc(F)c1
#18 CCOc1ccc(N(CC)C(=O)c2cc3c(s2)-c2ccccc2OC3)cc1
assay / entry	13	14	15	16	17	18
rTrxR1 inhibitor	20%	9%	-12%	13%	-6%	26%
D2 antag	-1	-15	.	.	32*	.
D2 agonist	0.7	1.7	0.9	-0.7	0.8	0.6
TRHR ag	-0.2	0.8	0.3	-0.3	0.8	0.2
TRHR enhancer	-2	7	7	5	-5	6
USP1-UAF1 inh	-15%	-21%	-14%	4%	-15%	-17%
TrxR1 substrate	-3%	7%	-10%	-3%	-6%	-7%
PI4K2A block	1	3	-2	0	4	-2
IDH1 R132H inh	-7%	6%	-24%	-19%	7%	0%

#19 CCCN=Cc1c(CCC)[nH]n(-c2nc3ccccc3s2)c1=O
#20 CN(C)S(=O)(=O)N(CC(=O)N1CCN(c2ccccc2)CC1)c1ccccc1
#21 COc1ccc2[nH]c(C)c(CCN3C(=O)OC(C)(C)C3(C)O)c2c1 (stereo not given)
#22 NC(=O)c1oc2ccccc2c1NC(=O)c1ccccc1
#23 COC(=O)[C@@]1(C)[C@H]2C(=O)N(C)C(=O)[C@H]2[C@H]2CN=C(SCc3ccccc3)N21
#24 C=CCn1c(SCC(N)=O)nnc1-c1cccc(Br)c1
assay / entry	19	20	21	22	23	24
rTrxR1 inhibitor	11%	21%[57.1 µM]	4%[57.1 µM]	7%	18%	7%[57.1 µM]
D2 antag	-4	-9	-21	7	.	-16
D2 agonist	0.5	1.1	1.3	-0.4	.	-0.5
TRHR ag	0.2	1.4	0.2	-0.3	.	-1.3
TRHR enhancer	3	-4	9	7	.	3
USP1-UAF1 inh	-9%	-19%	-23%	-1%	-26%	1%
TrxR1 substrate	-6%[57.1 µM]	5%[57.1 µM]	8%[57.1 µM]	-3%	4%	8%[57.1 µM]
PI4K2A block	-8	-1	2	-1	1	-6
IDH1 R132H inh	2%	1%	-1%	-4%	4%[38.3 µM]	-1%

#25 O=C1c2cccc3cccc(c23)C(=O)N1c1ccncc1
#26 O=C(NCc1ccncc1)c1cc(C(=O)C2CC2)c[nH]1
#27 COC(=O)c1c(NC(=S)Nc2ccc(CC(=O)O)cc2)sc(C)c1C
#28 CCN(CC)C(=O)C1CCCN(C(=O)c2cc(COc3cccc(OC)c3)on2)C1 (stereo not given)
#29 O=C(NCCC(=O)N1CCN(c2ccc(F)cc2)CC1)c1ccco1
#30 CCOc1ccc(C(=O)Nc2cccc(NC(=O)c3ccc(Cl)cc3Cl)c2)cc1
assay / entry	25	26	27	28	29	30
rTrxR1 inhibitor	-25%	26%	?	-15%	?	13%
D2 antag	5	1	2	-5	-6	.
D2 agonist	0.3	0.7	0.3	1.3	0.1	-1.7
TRHR ag	0.0	0.3	0.1	1.0	-0.1	0.0
TRHR enhancer	-7	-1	3	8	5	-9
USP1-UAF1 inh	-2%	-12%	-5%	-4%	-8%	-8%
TrxR1 substrate	43%[activator]	0%	-2%	-15%	-12%	26%
PI4K2A block	-6	5	1	5	3	1
IDH1 R132H inh	6%	0%	-6%	3%	-4%	-9%

#31 Cc1cccc(NNC(N)=S)c1C
#32 O=C(NCC(c1ccco1)N1CCCC1)c1ccc(-n2cccn2)cc1 (stereo not given)
#33 CC1(C)c2ssc(=S)c2-c2ccccc2N1C(=O)c1ccco1
#34 O=C(Cn1nnc2ccccc21)OCC(=O)c1ccccc1
#35 Cn1cc(S(=O)(=O)N2CCOCC2)cc1C(=O)NCCc1ccccc1
#36 O=C(Nc1nc(-c2ccccc2)cs1)c1ccc2c(=O)n3c(nc2c1)CCCCC3
assay / entry	31	32	33	34	35	36
rTrxR1 inhibitor	2%	2%[57.1 µM]	?	-17%	15%[57.1 µM]	-17%
D2 antag	11	.	.	3	6	.
D2 agonist	0.6	.	.	0.4	-0.1	.
TRHR ag	-1.3	.	-0.9	-0.4	-0.2	0.1
TRHR enhancer	5	.	0	-6	-3	1
USP1-UAF1 inh	-9%	1%	-12%	4%	-11%	-16%
TrxR1 substrate	0%	7%[57.1 µM]	-15%	-16%	6%[57.1 µM]	11%
PI4K2A block	1	6	1	-12	-1	-1
IDH1 R132H inh	-12%	5%	0%	6%	-5%	-8%

Another view of four compounds above:
Below each compound – rTrxR1 inhibitor | D2 antag | D2 agonist | TRHR ag | TRHR enhancer | USP1-UAF1 inh | TrxR1 substrate | PI4K2A block | IDH1 R132H inh
(15) CCN(c1ccccc1)S(=O)(=O)c1nnc(NC(=O)c2ccccc2)s1
→ -12% | . | 0.9 | 0.3 | 7 | -14% | -10% | -2 | -24%
(16) COc1ccc(CNCCSc2nnnn2-c2ccccc2)cc1
→ 13% | . | -0.7 | -0.3 | 5 | 4% | -3% | 0 | -19%
(17) Cc1ccc(S(=O)(=O)N2CCCCC2)cc1C(=O)N(C)CC(=O)Nc1cccc(F)c1
→ -6% | 32* | 0.8 | 0.8 | -5 | -15% | -6% | 4 | 7%
(18) CCOc1ccc(N(CC)C(=O)c2cc3c(s2)-c2ccccc2OC3)cc1
→ 26% | . | 0.6 | 0.2 | 6 | -17% | -7% | -2 | 0%

The list goes on:
#37 COc1ccccc1C(=O)Nc1ccnn1C1CCN(C/C=C/c2ccc(F)cc2)CC1
#38 CCOc1ccc2c(c1)ncn2Cc1ccccc1
#39 COc1cc2c(cc1OC)C(COc1ccc3c(C)cc(=O)oc3c1)N(C(=O)c1ccc(C)cc1)CC2 (stereo not given)
#40 O=C(CN1C(=O)c2ccccc2C1=O)NCC(=O)OCC(=O)c1ccc(Cl)cc1
#41 CCOC(=O)C1(C)NC(c2ccccc2F)C2C(=O)N(c3cccc(C(C)=O)c3)C(=O)C21 (stereo not given)
#42 Cc1nnc(C)n1/N=C/c1cc(Br)cc(Br)c1O
#43 Cc1ccc(CNC(=O)C2(C(F)(F)F)C/C(=C\Cc3ccccc3)CCCO2)o1 (stereo not given)
#44 COc1ccc(OCC(=O)Nc2ccc3c(c2)C(=O)NC3=O)cc1
assay / entry	37	38	39	40	41	42	43	44
rTrxR1 inhibitor	16%	7%[57.1 µM]	22%	-9%	-9%	-23%	28µM*	-9%
D2 antag	-7	-9	.	0	1	.	4	-30
D2 agonist	0.9	-0.5	-0.5	-1.7	-1.2	.	11	-0.1
TRHR ag	-1.1	-0.5	0.8	-1.1	-0.5	6.6	-0.5	0.9
TRHR enhancer	47*	-13	0	11	-6	3	13	-1
USP1-UAF1 inh	-22%	-19%	-17%	0%	-2%	-19%	-34%	-7%
TrxR1 substrate	6%	6%[57.1 µM]	22%	-7%	-7%	-13%	-6%[57.1 µM]	-3%
PI4K2A block	-5	0	2	1	-8	-10	-2	3
IDH1 R132H inh	1%	7%	-23%	-2%	-2%	-1%	10%	-4%
